# Screens deposited in PubChem BioAssay by National Center for Advancing Translational Sciences (NCATS).
# Pol III holo inh: blocks replication by bacterial DNA polymerase III holoenzyme; reconstituted DNA polymerase III holoenzyme replication, biochemical; Potency, µM (doses to about 57.1 µM), for the others: top-dose activity change, negative = inhibition; 71,000 compounds, 0.25% hits; further: potency means the concentration at half of the fitted maximal effect; on the % scale 0 is the no-effect control and ±100 the full control effect
#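 Reconstituted *E. coli* holoenzyme (0.35 nM Pol III, 1 nM beta, 154 nM SSB, 2 nM primase) was preincubated with compound for 15 min at RT. Synthesis on 1.4 nM ssM13Gori ran 35 min, then was stopped with PicoGreen/EDTA and read as dsDNA fluorescence.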
# Tau filament bind: tau filament binding; P10636; recombinant tau filaments, thioflavin S fluorescence, 15 h; filaments grown with octadecylsulfate alongside compound; Potency, µM (highest dose often 57.1 µM), inactives show top-dose activity change, negative = inhibition; 71,000 compounds, 2% hits;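 further: potency means the concentration at half of the fitted maximal effect; on the % scale 0 is the no-effect control and ±100 the full control effect; actives lower thioflavin S fluorescence by blocking filaments or displacing dye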
#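 Assay mix: 1 uM His-tagged tau, 30 uM sodium octadecylsulfate, thioflavine S dye in HEPES/NaCl/DTT buffer. Compound is added prior to the inducer. Fluorescence after 15 h at 37 C.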
# HBB splice mod: hemoglobin beta splicing modulation | Potency, µM (series often up to 46.1 µM), without a hit: top-dose activation, actives largely listed as activators | 65,000 compounds, 0.06% hits | HBB splicing reporter cell assay, activation; EGFP reporter with mutant IVS2-654 intron; response scale: normalised to 500 nM splice-correcting PNA | AID 925; further: potency means the concentration at half of the fitted maximal effect; 0% is about no effect
#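 Compounds were applied for 2 days to HeLa EGFP-654 cells, 500/well in Optimem with 2% FCS. The reporter's EGFP is disrupted by mis-splicing of beta-globin intron IVS2-654. Readout: summed well GFP fluorescence from 488 nm laser scanning; reference was 500 nM antisense […] 654 PNA.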
# ERK AVP block: blocks ERK signaling stimulated by vasopressin; HEK293-V1b, vasopressin-stimulated pERK AlphaScreen; Potency, µM (titrated, usually from 57.5 µM), for inactives: top-dose activity, negative = inhibition, actives largely listed as inhibitors; 72,000 compounds, 0.99% hits; further: potency means the concentration at half of the fitted maximal effect; on the % scale 0 is the no-effect control and ±100 the full control effect; nearly all actives have a fitted effect of over 55% in size
#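 HEK293 cells stably expressing V1b receptor, preincubated 30 min at 37 °C with compound, then stimulated 5 min with 25 nM vasopressin. Phospho-ERK by AlphaScreen SureFire after 5 h RT; normalized to DMSO and vasopressin; AC50 by Hill fit.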
# Texas Red fluor: compounds fluorescent in Texas Red spectral region | Compound fluorescence, Texas Red channel, 547/618 nm; stronger effect = higher value | max dye-equivalent concentration, M | 59,000 compounds, 0.06% hits | AID 587; in the data active means max dye-equivalent concentration above about 10 nM; inconclusive means between about 1.1 nM and that limit
#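 Fluorescence at ex 547/em 618 nm, normalized against an on-plate Texas Red standard series to give dye-equivalent concentration per compound concentration. Buffer 100 mM Tris, pH 8.0; 15 min RT incubation before CCD imaging.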
# FLuc inh: blocks Photinus pyralis firefly luciferase activity. purified firefly luciferase, luminescence, 8 min. Potency, µM (titrated, usually from 57.1 µM), for inactives: at the highest dose activity change, negative = inhibition, most hits filed as inhibitors. AID 411. 72,000 compounds, 2.2% hits. P08659; further: potency means the concentration at half of the fitted maximal effect; on the % scale 0 is the no-effect control and ±100 the full control effect; nearly all actives have a fitted effect of over 40% in size
# Target sequence (P08659 whole entry, looked up): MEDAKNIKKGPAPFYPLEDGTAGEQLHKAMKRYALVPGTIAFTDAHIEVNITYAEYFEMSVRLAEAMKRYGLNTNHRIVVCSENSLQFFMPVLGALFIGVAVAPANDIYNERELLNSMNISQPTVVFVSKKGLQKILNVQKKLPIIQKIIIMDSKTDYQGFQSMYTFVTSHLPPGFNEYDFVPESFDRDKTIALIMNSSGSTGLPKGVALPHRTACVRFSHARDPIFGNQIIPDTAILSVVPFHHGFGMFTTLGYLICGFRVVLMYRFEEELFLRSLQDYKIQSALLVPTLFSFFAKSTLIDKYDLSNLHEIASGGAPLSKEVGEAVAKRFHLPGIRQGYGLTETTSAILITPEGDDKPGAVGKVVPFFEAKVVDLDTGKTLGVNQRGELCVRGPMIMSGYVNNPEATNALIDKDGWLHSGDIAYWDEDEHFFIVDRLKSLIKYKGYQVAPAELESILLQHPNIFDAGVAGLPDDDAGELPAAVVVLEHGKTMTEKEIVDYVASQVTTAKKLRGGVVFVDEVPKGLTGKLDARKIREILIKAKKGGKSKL
#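 qHTS concentration-response profiling: light output of P. pyralis luciferase with luciferin and 10 uM ATP, imidazole buffer pH 7.2. Read by luminescence after 8-min room-temperature incubation.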
# Rhodamine fluor: compound fluoresces in the rhodamine spectral region; Rhodamine-region fluorescence, 547/598 nm, Tris buffer; stronger effect = higher value; max dye-equivalent concentration, M; 59,000 compounds, 0.05% hits; AID 594; in the data active means max dye-equivalent concentration above about 11 nM; inconclusive means between about 1.1 nM and that limit
#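 Read-out is relative fluorescence at 547 nm excitation and 598 nm emission, expressed as dye-equivalent concentration using rhodamine standards on every plate. Each compound was profiled across a concentration series after 15 min in 100 mM Tris, pH 8.0.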
# 15-hLO inh: blocks human 15-lipoxygenase activity; Potency, µM (top dose mostly 57.1 µM), for inactives: at the top dose activity change, negative = inhibition, hits mostly inhibitors; 74,000 compounds, 1.4% hits; purified 15hLO-1, xylenol orange hydroperoxide absorbance; further: potency means the concentration at half of the fitted maximal effect; on the % scale 0 is the no-effect control and ±100 the full control effect; nearly all actives have a fitted effect of over 55% in size
#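 Hydroperoxide formed from arachidonic acid (50 uM) by purified human 15hLO-1 (40 nM) oxidizes ferrous iron, and the ferric-xylenol orange complex is read at 573 versus 405 nm. Compounds were preincubated 15 min; reaction ran 6 min at room temperature.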
# HADH2 inhib: HADH2 (human) dehydrogenase inhibition. Potency, µM (series often up to 57.1 µM), for inactives: top-dose activity change, negative = inhibition, most hits filed as inhibitors. AID 886. recombinant HADH2, NADH fluorescence, beta-hydroxybutyryl-CoA. 73,000 compounds, 3.4% hits; further: potency means the concentration at half of the fitted maximal effect; on the % scale 0 is the no-effect control and ±100 the full control effect; nearly all actives have a fitted effect of over 60% in size; many of its hits are not listed in these tables
# Target sequence (Q99714 whole entry, looked up, one chain of several): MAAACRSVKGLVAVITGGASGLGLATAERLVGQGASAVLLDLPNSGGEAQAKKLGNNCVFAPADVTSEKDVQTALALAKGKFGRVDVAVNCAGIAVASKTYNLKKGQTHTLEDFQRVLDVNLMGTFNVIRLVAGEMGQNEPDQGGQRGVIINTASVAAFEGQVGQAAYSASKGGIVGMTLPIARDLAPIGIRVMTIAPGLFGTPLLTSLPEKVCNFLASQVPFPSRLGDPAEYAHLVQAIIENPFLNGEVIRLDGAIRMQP
#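 Activity measured as NADH fluorescence gain (360/450 nm), taken as the change between first and last reads of a 4-min kinetic run. Conditions: pH 9.0 Tris buffer, 20 nM E. coli-expressed His-tagged enzyme, 1 mM NAD+, 90 uM beta-hydroxybutyryl-CoA; 15-min compound preincubation.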
# CRE Fsk mod: CRE-bla signaling modulation under forskolin stimulation | CHO CRE-bla reporter (cAMP response element driving beta-lactamase), forskolin EC10, beta-lactamase ratio | Potency, µM (top dose mostly 38.2 µM), inactives show top-dose activity change, negative = inhibition, most hits filed as activators | 71,000 compounds, 2.5% hits | AID 662; active means well fitted activation curve with a large enough effect in the signal ratio, with a control signal flat, not every such curve was filed as active; inconclusive means small, poorly fitted or top-dose-only effect, or effect the other way, or a change in a side signal; the % refers to the signal ratio; further: potency means the concentration at half of the fitted maximal effect; % of control where 0% means no effect
#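 Cells were plated overnight at 37 °C, exposed to compound titrations plus EC10 NKH 477 for 3 h, then given CCF4 dye for 2 h at room temperature. Blue/green (460/530 nm) ratio was converted to %Activity and AC50 values calculated.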
# Hsp90 Hop PPI: changes Hsp90-Hop TPR2A binding signal, up or down. AlphaScreen TPR2A-His6 binding biotin-Hsp90 C-terminal peptide. Potency, µM (highest dose often 57 µM), for the others: at the top dose activity change, negative = inhibition. 71,000 compounds, 0.44% hits; active means well fitted curve in either direction with a large enough effect; inconclusive means small, poorly fitted or top-dose-only effect, or another doubt; further: potency means the concentration at half of the fitted maximal effect; on the % scale 0 is the no-effect control and ±100 the full control effect; many of its hits are not listed in these tables
# * hit, by the source's call; i = inactive; ? = inconclusive; · = not tested or not shown; [ ] = remark or other dose. Unless noted, the call rests on the fitted dose curve; in most records, active means well fitted curve in the direction sought with a large enough effect; inconclusive means small, poorly fitted or top-dose-only effect, or another doubt; inactive means no such curve, though single readings can be large; an effect the other way counts as inactive or inconclusive.
SMILES,Pol III holo inh,Tau filament bind,HBB splice mod,ERK AVP block,Texas Red fluor,FLuc inh,Rhodamine fluor,15-hLO inh,HADH2 inhib,CRE Fsk mod,Hsp90 Hop PPI
CCC(C)(C(=O)NC1CCCCC1)N(C(=O)C1CCC(=O)N1)c1ccc(C)cc1 (stereo not given),-3%,2%,-1.3%,-8%,i,0%,i,-5%,4%,-7%,2%
CCOC(=O)c1c(O)[nH]c(=O)c(CC)c1C,-6%[11.4 µM],2%[11.4 µM],2.2%[9.22 µM],-4%[11.5 µM],i,0%[11.4 µM],i,-1%[11.4 µM],1%[11.4 µM],7%[7.6 µM],3%[11 µM]
CC1CCCCN1CCNC(=O)c1cc2c(-c3ccccc3F)nn(C)c2s1 (stereo not given),-24%,218%,-1.4%,-13%,·,2%,·,-29%,25µM*,23%,-5%[2.3 µM]
CC(C)CCNC(=O)CCCOc1cc(=O)n(C)c2ccccc12,4%,8%,-0.3%,14%,i,-1%,i,3%,8%,?,-3%
CCOC(=O)N1CCN(C(=O)C2CCCN(S(=O)(=O)c3cc(C)ccc3OC)C2)CC1 (stereo not given),-3%,-4%,-0.8%,-12%,?,-2%,i,0%,5%,21%,-1%
CCOC(=O)c1c(C)[nH]c(C(=O)COC(=O)CNC(=O)C2CCCCC2)c1C,4%,59%,0.4%,-13%,i,-27%,i,7%,13%,3%,-3%
Cn1c(=O)[nH]c(=O)c2c1nc(CN1CCOCC1)n2Cc1ccccc1,9%,3%,-0.5%,2%,i,-1%,i,6%,-8%,-20%,3%
CCOc1ccccc1N1CCN(C(=O)c2cccc(-c3ccc(O)cc3)c2)CC1,-3%,9%,-1.6%,-22%,?,-1%,i,-15%,0%,?,-12%
CC(NC(=O)Nc1ccccc1)C(c1cccs1)N1CCOCC1 (stereo not given),-1%,-18%,-0.9%,·,·,1%,·,-2%,-2%,-7%,0%
Fc1ccc(Nc2ncnc3ccc(-c4ccoc4)cc23)cc1,12%,-16%,-0.5%,-6%,i,3%[2.29 µM],i,-10%,-29%,-9%,-5%
FC(F)(F)c1ccccc1-c1nccc(NCCN2CCOCC2)n1,-1%,-5%,1.5%,-4%,i,1%[2.29 µM],i,?,?,?,-8%
COCCCNC(=O)Nc1ccc(F)cc1F,-6%,2%,-2.7%,-2%,i,-2%,i,4%,4%,-2%,-3%
CCn1cc(C(=O)NCCC2=CCCCC2)c(=O)c2cc(S(=O)(=O)N(C)C)ccc21,0%,11%,-1.4%,-11%,·,-6%,·,2%,6%,?,-1%[2.3 µM]
COc1ccc(OC)c(C2=NOC(C(=O)NCC3CCCO3)C2)c1 (stereo not given),4%,3%,-0.8%,6%,i,0%,i,3%,-8%,?,-3%
CCCn1nnnc1NCc1ccccc1OCc1cccs1,-4%,0%,-1.2%,-15%,i,0%,i,-7%,0%,-6%,0%
O=C(NCc1ccco1)c1ccc2c(=O)n(Cc3ccco3)c(SCC(=O)N3CCCC3)nc2c1,-13%,9%,4.8%[0.369 µM],?,i,4%,i,-23%,-16%,-21%,-9%
CNc1nc(N2CCc3ccccc32)ncc1F,-3%,-7%,-1.0%,?,i,16µM*,i,?,-4%,?,-1%
O=C(NCc1ccccn1)C1CC(=O)N(C2CCCC2)C1 (stereo not given),-6%,-6%,0.3%,1%,·,1%,·,23%,5%,5%,-28%
O=C(Nc1ccc(S(=O)(=O)Nc2nccs2)cc1)C1CCCCC1,-8%,1%,-0.7%,?,·,-1%,·,-26%,9%,-1%,-2%
Cc1ccc(-c2noc(CCC(=O)Nc3cc(C)ccn3)n2)cc1,-4%,-8%,2.4%,4%,i,3%,i,-2%,5%,-18%,1%
CCn1c(Cc2ccccc2)nnc1SCC(=O)Nc1ccc2c(c1)OCO2,-3%,8%,-3.8%,15%,i,3%,i,12%,7%,5%,0%
Cc1cnc(C(=O)OCC(=O)c2csc(N3CCCCC3)n2)cn1,-2%,-6%,0.8%[57.5 µM],8%,i,0%,i,-11%,-30%,7%,-3%
N[C@@H](CSCc1ccc(I)cc1)C(=O)O,-4%[11.4 µM],6%[11.4 µM],3.3%[9.22 µM],-13%[11.5 µM],?,3%[11.4 µM],i,8%[11.4 µM],-7%[11.4 µM],6%[7.6 µM],-5%[11 µM]
Fc1cccc(Cl)c1CSc1nnnn1-c1ccc2c(c1)OCO2,1%[11.4 µM],12%[11.4 µM],-2.5%[0.0738 µM],25%,·,-1%,·,-11%[11.4 µM],-6%[11.4 µM],?,18%[11 µM]
CCn1c(=S)sc2c(=O)[nH]c(C)nc21,0%,-28%,-0.1%,6%,i,2%,i,-11%,-14%,-3%,0%

# (further entries)
SMILES,Pol III holo inh,Tau filament bind,HBB splice mod,ERK AVP block,Texas Red fluor,FLuc inh,Rhodamine fluor,15-hLO inh,HADH2 inhib,CRE Fsk mod,Hsp90 Hop PPI
Cc1ccc(NC(=O)CN(c2ccccc2F)S(C)(=O)=O)cc1,-1%,-2%,-0.8%,-13%,?,-1%,i,-1%,7%,-13%,-2%
CCCCn1c(SCC(=O)NCc2ccco2)nnc1-c1ccco1,-2%,10%,·,-2%,?,-3%,i,-2%,-12%,1%,0%
O=C(CCN1C(=O)c2ccccc2C1=O)Nc1ccccn1,1%,1%,·,-2%,?,3%,i,-6%,-6%,0%,-6%
C[N+]1(C)CCC[C@H]1C(=O)[O-],-1%[25.6 µM],17%[25.6 µM],-0.5%[20.6 µM],1%[25.7 µM],i,7%[25.5 µM],i,0%[25.6 µM],-12%[25.6 µM],-11%[17.1 µM],2%[26 µM]
CCOC(=O)C1CCN(C(=O)CN2C(=O)C(CC)Oc3ccccc32)CC1 (stereo not given),-7%,4%,1.9%[57.5 µM],13%,?,4%,i,-1%,9%,?,-1%
Cn1c(=O)c2c(nc(SCCOc3ccc4ccc(=O)oc4c3)n2C)n(C)c1=O,-3%,-13%,0.4%,-3%,·,1%,·,4%,-6%,10%,-5%
Cn1c(CN2CCOCC2)nnc1SCC(=O)Nc1nccs1,-2%,-5%,-0.5%,-7%,i,5%,i,9%,-7%,?,-2%
COc1ccc(CNC2CC(=O)N(C)C2=O)cc1 (stereo not given),0%,-7%,1.7%[9.22 µM],17%,·,2%,·,1%,22%,-1%,2%
Fc1ccc(CN2CCCCCC2)c(F)c1,-4%[11.4 µM],-1%[11.4 µM],-3.8%[0.0738 µM],-11%,·,-3%,·,0%[11.4 µM],-1%[11.4 µM],-3%[7.6 µM],-8%[11 µM]
c1ccc2nc(N3CCOCC3)c(N3CCOCC3)nc2c1,0%,1%,·,-6%,i,2%,i,9%,-1%,6%,2%
COc1cccc(Nc2nnc(SCC(=O)N3CC(C)OC(C)C3)s2)c1 (stereo not given),-3%,-5%,2.4%,-11%,i,?,i,2%,-10%,-3%,-3%
Cn1c(C(=O)N2CCC(C(=O)N3CCN(Cc4ccc5c(c4)OCO5)CC3)CC2)cc2sccc21,-5%,14%,-0.9%,-27%,·,1%,·,-13%,-4%,-18%,-10%
CCOC(=O)C(NC(=O)CC)(Nc1ccc(S(=O)(=O)Nc2cc(C)on2)cc1)C(F)(F)F (stereo not given),-1%,3%,0.8%,-12%,i,1%,i,2%,0%,?,1%
COc1ccc(S(=O)(=O)N2CCCC2C(=O)Nc2ccc(C(C)=O)cc2)cc1 (stereo not given),2%,1%,-0.5%,?,·,1%,·,0%,-13%,3%,6%
O=C(OCc1cc(=O)n2c(n1)sc1ccccc12)c1ccc2c(=O)n3c(nc2c1)CCC3,-7%,6.3µM*,-5.5%,-24%,i,0%,i,?,-3%,?,-2%
COC(=O)c1cc(Cc2ccc(N)c(C(=O)OC)c2)ccc1N,-1%,?,1.2%,-25%,·,-1%,·,25µM*,18%,?,?
CCCCn1c(CN2CCN(C)CC2)nc2ccccc21,3%,1%,0.1%[57.5 µM],-1%,i,5%,i,17%,18%,-11%,-2%

# These rows are one share of the data (hit frequency here may not be typical).
